# Screening results as filed in PubChem BioAssay.
# TRPV1 ag: human TRPV1 agonism | Q8NER1 | TRPV1-expressing cells, Fluo-8 calcium influx, agonist mode | activation, % at 8.33 µM | hit rate 0.19% among 320,000; in the data active = activation above about 80%; inconclusive = between about 30% and that limit; note: 0% is about no effect
#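 TRPV1-expressing cells were cultured overnight at 35.5C and loaded with Fluo-8 calcium dye for 40 to 90 min at room temperature. After a 10 s baseline, compound was added and calcium influx was read kinetically for 3 min (ex 480/em 520 nm).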
# KCNH2 3.1 block: KCNH2 3.1 (human) potassium channel inhibition. U2OS KCNH2 3.1, thallium flux FluxOr; hits give low values. activity change, % (tested at about 1.8 µM). hit rate 0.95% among 340,000. AID 720553;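 active = maximum activity change below -70%; inconclusive = maximum activity change from -70% to -50%; inactive = maximum activity change above -50%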;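 note: thallium influx rate constant from kinetic fluorescence after stimulation buffer; % is set by controls: 0 for no effect and ±100 for the full control effect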
#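 Thallium flux via FluxOr fluorescence (Red40 quencher, 45 min loading) in U2OS cells virally expressing the KCNH2 3.1 isoform (1.77 x 10^8 /mL virus, overnight at 37 C). Rate constants from 2-min kinetic reads post-stimulation, normalised to positive and negative controls.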
# Integrin act MD: activators of alpha7 integrin expression for muscular dystrophy; alpha7betagal myoblasts, beta-gal FDG fluorescence, 48 h; Potency, µM (titrated, usually from 38.3 µM), for the others: at the top dose activation, most hits filed as activators; hit rate 0.064% among 350,000; AID 624291;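 note: potency is the fitted concentration of half-maximal effect; 100% = response of the positive control SU9516; nearly all actives have a fitted effect of over 60% in size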
#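 alpha7betagal+/- myoblasts (passage 13, 250/well) treated 48 h at 37C with compounds at 1:260 dilution of DMSO stock. Lysed, then beta-galactosidase activity read as FDG fluorescence (ex 480/em 540) after 30 min, with pre-read for autofluorescence.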
# GALK inh: galactokinase (human) inhibition | P51570 | Potency, µM (titrated, usually from 57.5 µM), inactives show at the highest dose activity change, negative = inhibition, most hits filed as inhibitors | hit rate 0.007% among 270,000 | Purified GALK, Kinase-Glo residual ATP luminescence; note: potency is the fitted concentration of half-maximal effect; % is set by controls: 0 for no effect and ±100 for the full control effect
# Target sequence (P51570 whole entry, looked up): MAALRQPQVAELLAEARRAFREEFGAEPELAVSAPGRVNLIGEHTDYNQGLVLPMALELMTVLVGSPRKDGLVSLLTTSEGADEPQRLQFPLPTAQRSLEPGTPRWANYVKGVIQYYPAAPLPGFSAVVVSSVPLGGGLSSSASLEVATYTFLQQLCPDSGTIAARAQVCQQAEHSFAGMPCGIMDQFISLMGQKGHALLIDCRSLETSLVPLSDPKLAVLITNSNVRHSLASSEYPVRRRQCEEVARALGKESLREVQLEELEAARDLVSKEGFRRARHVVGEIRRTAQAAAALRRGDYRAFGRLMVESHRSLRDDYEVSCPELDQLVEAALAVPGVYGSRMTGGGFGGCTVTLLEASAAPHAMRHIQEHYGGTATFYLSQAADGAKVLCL
#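 Human GALK (5 nM) with 35 uM ATP and 100 uM galactose in 20 mM HEPES pH 8.0, 5 mM MgCl2, 60 mM NaCl, 1 mM DTT, 0.01% BSA. After 1 h at room temperature, leftover ATP was read by Kinase-Glo Plus luminescence.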
# MLL CXXC-DNA inh: inhibitors of human MLL CXXC domain-DNA interaction. hit rate 0.037% among 290,000. Potency, µM (doses to about 115 µM), without a hit: top-dose activity change, negative = inhibition, hits mostly inhibitors. AID 2662. Q03164. MLL-CXXC / FITC-HOXA9 DNA fluorescence polarization; active = well fitted inhibition curve with a large enough effect in the polarisation, with a control signal flat, not every such curve was filed as active; inconclusive = small, poorly fitted or top-dose-only effect, or effect the other way, or a change in a side signal; inactive = no such curve, though single readings can be large or run the other way; the % refers to the polarisation; note: potency is the fitted concentration of half-maximal effect
#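 Steps: dispense CXXC domain solution (7 uM) → pin compounds or unlabeled HOX-A9 DNA control → 5 min ambient → add FLSN-HOX-A9 solution (50 nM) → spin → 30 min ambient → fluorescence polarization. Tris pH 7.5/NaCl/DTT/BSA buffer.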
# MBNL1-CUG inh: blocks human MBNL1 binding to CUG repeat RNA; TR-FRET MBNL1-His/biotin-(CUG)12 binding, 665/545 ratio; Potency, µM (doses to about 57.5 µM), for inactives: at the highest dose activity change, negative = inhibition, hits mostly inhibitors; hit rate 0.036% among 280,000; active = well fitted inhibition curve with a large enough effect in the signal ratio, with a control signal flat, not every such curve was filed as active; inconclusive = small, poorly fitted or top-dose-only effect, or effect the other way, or a change in a side signal; inactive = no such curve, though single readings can be large or run the other way; the % refers to the signal ratio; note: potency is the fitted concentration of half-maximal effect; % is set by controls: 0 for no effect and ±100 for the full control effect
# Target sequence (Q9NR56 whole entry, looked up): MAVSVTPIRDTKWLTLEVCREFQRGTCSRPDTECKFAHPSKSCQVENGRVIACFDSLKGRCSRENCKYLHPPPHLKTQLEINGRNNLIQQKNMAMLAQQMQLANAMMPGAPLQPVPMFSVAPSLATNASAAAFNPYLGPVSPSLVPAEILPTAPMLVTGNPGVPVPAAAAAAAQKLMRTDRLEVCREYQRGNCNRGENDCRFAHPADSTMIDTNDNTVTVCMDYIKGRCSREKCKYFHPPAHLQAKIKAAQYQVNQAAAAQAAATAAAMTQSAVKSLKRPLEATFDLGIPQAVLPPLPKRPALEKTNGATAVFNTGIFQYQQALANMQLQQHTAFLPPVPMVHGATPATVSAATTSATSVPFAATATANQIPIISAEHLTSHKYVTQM
#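 Ratiometric TR-FRET (665 over 545 nm, excitation 340 nm) tracks disruption of MBNL1-His/biotin-(CUG)12 complex after 60 min at room temperature, with compounds at 92 nM to 58 uM final.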
# ASM inhibitor: human S-ASM enzyme inhibition; P17405; placental ASM, HMU-PC fluorogenic substrate, 60 min; Potency, µM (series often up to 57.5 µM), without a hit: top-dose activity change, negative = inhibition, usual class: inhibitors; hit rate 0.006% among 340,000; note: potency is the fitted concentration of half-maximal effect
#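 Fluorescence read-out (Ex 386 nm, Em 447 nm) after stopping the reaction at pH 10. Enzyme: ASM from human placenta; substrate HMU-PC0, 9 uM final; 60 min, 37 °C. Compound preincubation 10 min, ambient temperature.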
# AT treatment: potential ataxia-telangiectasia treatment | […] A-T fibroblasts, KAP-1 phosphorylation AlphaLISA; neocarzinostatin DNA damage 30 min before lysis | AID 485349 | hit rate 0.19% among 320,000 | Potency, µM (doses to about 57.5 µM), for inactives: at the top dose activation, usual class: activators; note: potency is the fitted concentration of half-maximal effect; % of control where 0% means no effect; nearly all actives have a fitted effect of over 45% in size
#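 hTERT-immortalized A-T patient fibroblasts ([…]), 500 cells/well in OPTI-MEM, 1% FBS, got compounds for 60 min, then NCS for 30 min at 37C. Lysates were then assayed for phospho-KAP-1 by AlphaLISA (anti-pKAP1 donor, anti-KAP1 acceptor beads), 6 hr at 25C.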
# FBPA coupling cs: counter-screen for Giardia aldolase inhibitors: coupling enzyme system; coupling enzyme system counterscreen, AmpLite Red fluorescence; activity change, negative = inhibition, % at 58.2 µM, hits read low; hit rate 0.67% among 290,000; AID 2472; in the data active = activity change below about -30%; note: % is set by controls: 0 for no effect and ±100 for the full control effect
#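 Final compound at 57.5 uM, incubated 10 min at RT with coupling enzyme reagent (glyceraldehyde-3-phosphate), then 20 min with substrate and AmpLite Red detection. Fluorescence read at 525/598 nm; tests interference with the coupling assay, not aldolase inhibition.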
# KCNH2 WT inh: blocks the wildtype human KCNH2 potassium channel | hit rate 0.37% among 340,000 | AID 720551 | activity change, % at 1.84 µM | U2OS, BacMam KCNH2, thallium flux FluxOr; hits give low values;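 active = maximum activity change below -70%; inconclusive = maximum activity change between -70% and -50%; inactive = maximum activity change above -50%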; note: % is set by controls: 0 for no effect and ±100 for the full control effect
#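 U2OS cells transduced with wild-type KCNH2 virus are loaded with FluxOr dye for 45 min, and thallium flux is measured in kinetic reads before and after stimulation buffer. Rate constants are normalized to DMSO controls.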
# Starred values were filed as active, the others as inactive; i = inactive; ? = inconclusive; . = no result given; [ ] = another dose, or the depositor's remark. Unless noted, calls come from the whole dose curve; as a rule, active = well fitted curve in the direction sought with a large enough effect; inconclusive = small, poorly fitted or top-dose-only effect, or another doubt; inactive = no such curve, though single readings can be large; an effect the other way counts as inactive or inconclusive.
entry	smiles	FBPA coupling cs	Integrin act MD	AT treatment	MLL CXXC-DNA inh	MBNL1-CUG inh	ASM inhibitor	GALK inh	KCNH2 WT inh	KCNH2 3.1 block	TRPV1 ag
1	NC(=O)c1ccc(S(=O)(=O)N2CCSCC2)cc1	2	13%	5%	-9%	-1%	3%	7%	1	-16	-4
2	Cc1cccc(NC(=O)CCc2c(C)nn(-c3ccc(N4CCOCC4)nn3)c2C)c1	-1	33%	1%	19%	7%	-2%	-1%	-6	10	-3
3	CCOC(=O)/C=C1\SCC(=O)N1Cc1ccc(Br)cc1	2	-24%	-6%	5%	-9%	?	-3%	3	-3	8
4	O=c1cc(-c2ccccc2Cl)oc2c(NS(=O)(=O)c3ccccc3OC(F)(F)F)ccc(O)c12	3	9%	-51%[inhibitor]	12%	3%	?	3%	-22	-9	1
5	O=C(Nc1ccc(N2CCOCC2)c(Cl)c1)c1cccnc1Cl	-5	-5%	3%	7%	4%	-1%	-1%	-1	30	-5
6	CCOP(=O)(OCC)C(NC(=O)/C=C/c1ccc(OC)cc1)c1ccccc1 (stereo not drawn)	2	13%	5%	4%	9%	-1%	-1%	-17	9	-1
7	CCOC(=O)C1=C(C)N=c2s/c(=C\c3ccc(OC(C)=O)cc3)c(=O)n2C1/C=C/c1ccccc1 (stereo not drawn)	0	-10%	-3%	?	?	-9%	-2%	-5	.	-6
8	Oc1ccccc1CN1CCC(C(O)(c2ccccc2)c2ccccc2)CC1	-1	-3%	-4%	10%	34%[activator]	6%	.	3	-86*	2
9	CC1(C)CC(=O)C2=C(C1)OC(N)=C(C#N)C2C1CC=CCC1 (stereo not drawn)	1	-13%	1%	3%	2%	-1%	-4%	10	5	14
10	COc1cccc2cc(C(=O)NNC(=O)c3ccc(Br)cc3)c(=O)oc12	1	0%	1%	3%	17%	-4%	10%	5	-11	-1
11	Clc1ccc(Cl)c(OCCN2CCOCC2)c1	3	14%	-7%	-5%	-7%	1%	-2%	-4	-4	-1
12	CC(=O)c1ccc(N(C(=O)c2ccco2)C(C(=O)NC2CCCC2)c2ccc(N3CCOCC3)cc2)cc1 (stereo not drawn)	-1	4%	6%	3%	11%	4%	-3%	i	-4	2
13	COc1ccc2nc(N=Nc3ccc(N(C)C)cc3)sc2c1	-2	20%	-4%	-17%	7%	0%	8%	17	-11	-5
14	CSc1ccccc1NC(=O)c1ccco1	1	-1%	-2%	7%	-6%	5%	1%	-281*	27	-1
15	CC(=O)Oc1ccccc1C1OCCN1C(C)=O (stereo not drawn)	3	-28%	2%	5%	-4%	3%	0%	0	-37	3
16	O=C(NCc1ccccc1)C(=O)NCC1OCCN1C(=O)c1cccs1 (stereo not drawn)	2	19%	5%	6%	-12%	3%	0%	3	17	-2
17	CNC(=O)c1sc(N2N=C3/C(=C\c4ccccc4)CCCC3C2c2ccccc2)nc1C (stereo not drawn)	.	-9%	.	.	.	162%[activator]	.	-17	2	.
18	O=c1c2sccc2n(Cc2cc(=O)n3ccccc3n2)c(=O)n1-c1ccccc1	4	-3%	4%	-6%	.	2%	1%	-6	-21	0
19	CC(=O)c1ccc(OCC(O)CN2CCN(CCO)CC2)cc1 (stereo not drawn)	-1	14%	8%	-6%	8%	8%	-1%	-11	8	0
20	Cc1cc(=O)oc2cc(OC(C)C(=O)NCCc3ccc(S(N)(=O)=O)cc3)ccc12 (stereo not drawn)	3	0%	-5%	-10%	-4%	7%	-3%	3	-11	2
21	CCn1c(O)c(N=NC(=O)CNC(=O)/C=C/c2ccco2)c2ccccc21	6	-9%	-7%	15%	?	-3%	1%	0	1	-2
22	COc1cccc(C(=O)NNC(=O)C(=O)Nc2ccc(C)cc2)c1	7	-7%	-5%	2%	3%	3%	-2%	0	1	-2
23	COCCN1CCc2c(C)nc3c(-c4ccc(OC)c(OC)c4)cnn3c21	-4	17%	-4%	-3%	-5%	0%	-1%	1	0	0
24	CCOc1ccccc1NC(=O)CN1CCN(Cc2ccccc2)CC1	-3	0%	-4%	1%	8%	7%	-3%	3	3	6
25	O=C(NC1CCCCC1)N(CCN1CCCC1)Cc1cc2cc3c(cc2[nH]c1=O)OCCO3	1	-26%	-6%	45%[activator]	8%	31%[activator]	1%	-4	21	3
26	Cc1c(C(=O)NCc2cccs2)oc2ccc(S(=O)(=O)N3CCOCC3)cc12	4	0%	0%	3%	-5%	-6%	0%	6	4	3
27	CCOc1ccc(CCNC(=O)COC(=O)CSc2ccc(C)cc2)cc1OCC	.	15%	-1%	.	.	0%	.	7	-16	0
28	COC(=O)c1sccc1NC(=O)CSc1ccccc1NS(=O)(=O)c1ccc(Br)cc1	8	-8%	4%	6%	?	-1%	0%	-15	-19	0
29	CCOC(=O)c1cc2c(nc1NC(=S)NCc1ccccc1)CCCC2	0	12%	10%	11%	?	0%	0%	i	14	11
30	Oc1ccccc1CNc1nc2ccccc2n1CCN1CCCCC1	2	-3%	1%	2%	?	1%	3%	4	0	-1
31	CC(C)(C)c1cc(-c2csc(Nc3ccccc3)[n+]2Cc2ccc(C(=O)O)cc2)cc(C(C)(C)C)c1O	7	5%	-11%	-7%	0%	-17%	-28%	-3	4	11
32	Cn1nc(C(=O)Nc2cccc(S(N)(=O)=O)c2)c2ccccc2c1=O	-1	21%	-2%	34%[activator]	.	2%	1%	-8	14	3
33	CSc1nc(S(C)(=O)=O)nc2[nH]c(=O)[nH]c12	.	20%	.	.	.	-3%	.	-2	18	.
34	CC(NC(=O)CN(c1ccc(Br)cc1)S(C)(=O)=O)c1ccccc1 (stereo not drawn)	0	?	0%	8%	-6%	-3%	-2%	-5	25	3
35	COc1cccc(/C=C2/SC(=S)N(CCCC(=O)Nc3ccc(O)cc3)C2=O)c1	.	-24%	-4%	-1%	?	-18%	-10%	-14	-20	15
36	CCN(CC)CC(C(=O)N(CC)CC)P(=O)(c1ccccc1)c1ccccc1 (stereo not drawn)	0	-40%	8%	-3%	-3%	2%	-1%	-5	0	-7
37	CC(=O)c1cccc(NC(=O)COC(=O)CCC(=O)c2ccc(F)cc2)c1	.	2%	9%	.	.	-1%	.	0	18	.
38	Cn1c(=O)c2c(nc(CN3CCN(c4ccc(F)cc4)CC3)n2CCN2CCOCC2)n(C)c1=O	-1	14%	-4%	0%	.	-1%	-1%	2	3	1
39	O=C(CSCc1ccccc1Cl)N1CCN(c2ccccn2)CC1	-6	-10%	1%	15%	-7%	-9%	0%	-13	-12	28

# Already shown: an excerpt of the list.
entry	smiles	FBPA coupling cs	Integrin act MD	AT treatment	MLL CXXC-DNA inh	MBNL1-CUG inh	ASM inhibitor	GALK inh	KCNH2 WT inh	KCNH2 3.1 block	TRPV1 ag
1	NC(=O)c1ccc(S(=O)(=O)N2CCSCC2)cc1	2	13%	5%	-9%	-1%	3%	7%	1	-16	-4
2	Cc1cccc(NC(=O)CCc2c(C)nn(-c3ccc(N4CCOCC4)nn3)c2C)c1	-1	33%	1%	19%	7%	-2%	-1%	-6	10	-3
3	CCOC(=O)/C=C1\SCC(=O)N1Cc1ccc(Br)cc1	2	-24%	-6%	5%	-9%	?	-3%	3	-3	8
4	O=c1cc(-c2ccccc2Cl)oc2c(NS(=O)(=O)c3ccccc3OC(F)(F)F)ccc(O)c12	3	9%	-51%[inhibitor]	12%	3%	?	3%	-22	-9	1
5	O=C(Nc1ccc(N2CCOCC2)c(Cl)c1)c1cccnc1Cl	-5	-5%	3%	7%	4%	-1%	-1%	-1	30	-5
6	CCOP(=O)(OCC)C(NC(=O)/C=C/c1ccc(OC)cc1)c1ccccc1 (stereo not drawn)	2	13%	5%	4%	9%	-1%	-1%	-17	9	-1
7	CCOC(=O)C1=C(C)N=c2s/c(=C\c3ccc(OC(C)=O)cc3)c(=O)n2C1/C=C/c1ccccc1 (stereo not drawn)	0	-10%	-3%	?	?	-9%	-2%	-5	.	-6
8	Oc1ccccc1CN1CCC(C(O)(c2ccccc2)c2ccccc2)CC1	-1	-3%	-4%	10%	34%[activator]	6%	.	3	-86*	2
